Compound activity from PubChem.
Autophagy HCS: autophagy modulators in MEF cells, primary screen, imaging, high-content, MEF GFP-LC3. MEF GFP-LC3 puncta imaging; test concentration mostly 10 µM. calls only at 10 µM (by protocol). hit rate 0.98% among 190,000. AID 463193, 2010;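 active = percentage of spot-positive cells more than 3 SD above its plate mean, without a fluorescence outlier flag or 80% toxicity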;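 also: spot-positive cell cutoff set from DMSO-treated cells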
bCat nuc transl: modulators of beta-catenin nuclear translocation, primary screen, imaging, HeLa cells, immunofluorescence, high-content; nuclear translocation activity, % at 5 µM; hit rate 0.3% among 190,000; AID 1665, 2009;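 active = nuclear translocation activity above 50% at 5 µM, with a well cell count of 50 or more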;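 also: per-cell ratio of nuclear to cytoplasmic median beta-catenin stain intensity; plate controls were DMSO negative control for no effect and GSK-3 inhibitor IX positive control for full effect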
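test system = HeLa cells, endogenous beta-catenin | dosing = single 5 µM dose plus 0.02–20 µM confirmation series | times = compound treatment 24 h, 37°C, 5% CO2 | technique = beta-catenin immunofluorescence imaging with DAPI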
Insulin prom up: insulin promoter activators in MIN6 cells, imaging, high-content screening, mouse beta cells; hit rate 0.3% among 190,000; AID 1625, 2009; z-score at 5 µM; MIN6 insulin promoter-GFP reporter; active compounds read high;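 active = z-score above 3 at 5 µM with at least 500 cells counted in the well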
NOD2 inhibition: NOD2 signaling inhibitors, cell-based, luminescence, uHTS, HEK293 (AID 1566) | HEK293 NOD2/NF-kB luciferase reporter, luminescence; higher % means a stronger effect | one-dose inhibition, % at 4 µM; EC50 in µM for titrated hits | hit rate 0.63% among 290,000; in the data active = inhibition above about 50%; also: many of its hits are not listed in these tables
Yfh1-depleted yeast: enhancers of respiration in Yfh1-depleted yeast, dose response, Friedreich's ataxia, plus single-dose screen (AID 1465). S. cerevisiae Yfh1-off respiration, WST-1 reduction, 72 h; higher fold induction means a stronger effect. fold induction at 50 µM; hits with a dose series show EC50 in µM. hit rate 0.074% among 220,000;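 active = fold induction of absorbance versus untreated yeast above a set limit, then at least 30% activation at any dose in follow-up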;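 also: activators that raise dye reduction in frataxin-depleted yeast; strong numbers were not always called active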
MT stabilize HCS: microtubule stabilizers in HeLa cells, primary screen, imaging, high-content imaging; HeLa tubulin immunostaining HCS, 24 h; share of cells brighter than vehicle mean+2SD; % tubulin-high responders, % at 10 µM; AID 2205, 2009; hit rate 0.83% among 200,000;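 active = plate Z-score above 3 for both tubulin-high and condensed-nucleus cell shares, with cell loss under 80%, at 10 µM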;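 also: anti alpha tubulin signal scored within the nucleus-defined area of each cell; some results filed as inactive read as strong as hits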
NOD1 inhibition: NOD1 signaling inhibitors, primary screen, cell-based, luminescence, uHTS (AID 1578); NOD1-driven NF-kB luciferase reporter cells, luminescence; higher % means a stronger effect; one-dose inhibition, % at 4 µM; EC50 in µM for titrated hits; hit rate 1% among 290,000; in the data active = inhibition mostly above about 36%, no sharp cut-off; inactive = mostly below about 34%;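 also: HEK-293T reporter cells stimulated with the NOD1 agonist gamma-tri-DAP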
M17LAP inhibition: P. falciparum M17LAP inhibitors, primary screen, biochemical, fluorogenic H-Leu-NHMec substrate, 1536-well (AID 1619). recombinant M17LAP, H-Leu-NHMec fluorogenic kinetic assay; higher % means a stronger effect. inhibition, % at 30 µM, or IC50 in µM where a hit was titrated. hit rate 0.38% among 220,000. Leucine aminopeptidase (Plasmodium falciparum (isolate 3D7));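 active = compound inhibiting the enzyme by more than half at any dose during confirmatory dose-response retesting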;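 also: plate controls were full reaction with DMSO carrier for no effect and no enzyme background for full effect; strong numbers were not always called active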
Dynein transport: inhibitors of GR-EGFP nuclear translocation, primary screen, dynein cargo transport inhibitor project, imaging, high-content, 3617.4 mouse cells; test concentration mostly 20 µM; stimulated with dexamethasone, 1 µM; active compounds read low; z-score, hits read low; hit rate 0.47% among 220,000; AID 1381, 2008;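 active = plate z-score of nuclear minus cytoplasmic receptor signal below a set negative limit, without overly bright fluorescence or cell loss, cut at about -3.5 in these data, passing the limit was not always enough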;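 also: z-score of nuclear minus cytoplasmic ring GR-EGFP intensity difference per well; some compounds called inactive have numbers as strong as hits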
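Buffer or medium: tet-free, stripped-serum medium; reagent: dexamethasone at 1.0 µM final, 30 min; incubation: 48 h induction, 1 h compound, 30 min dex at 37 °C; measured by: formaldehyde fixation, Hoechst nuclear stain, 10x automated fluorescence imaging; read-out: nuclear-to-cytoplasmic GR-EGFP distribution per well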
Dynein transport cytoplasmic EGFP: further read-out of Dynein transport, marked with its call; z-score; measured here: cytoplasmic GR-EGFP intensity; active compounds read high
Dynein transport nuclear GR-EGFP: recorded beside Dynein transport, whose call it bears; z-score; measured here: nuclear GR-EGFP intensity;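 lower value marks the stronger effect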
Dynein transport cell count: further read-out of Dynein transport, marked with its call; z-score; measured here: cell count per field
Insulin prom up cell count: second read-out of Insulin prom up, no call of its own (marks repeat the call); cell count; measured here: cytotoxicity, nuclei count;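 total cells summed across four imaged fields per well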
bCat nuc transl cell count 5 µM: also measured in bCat nuc transl; calls as there; cell count; measured here: cell count, cytotoxicity flag
MT stabilize HCS Hoechst-high %: further read-out of MT stabilize HCS, marked with its call; % Hoechst-high responders; measured here: nuclear condensation Hoechst responders;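 share of cells brighter than vehicle mean plus two SD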
MT stabilize HCS cytotoxicity %: further read-out of MT stabilize HCS, marked with its call; toxicity, %; measured here: cytotoxicity by cell density;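 0% = mean cell density of plate MIN control wells and 100% = no cells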
Autophagy HCS cell loss 18 h: recorded beside Autophagy HCS, whose call it bears; toxicity, %; measured here: cell loss, nuclei count;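 cell loss after 18 h compound exposure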
The depositor's hits bear a star; i = inactive; . = no result given. A portion of the library (hit frequency here may not be typical).

SMILES	Autophagy HCS	Autophagy HCS cell loss 18 h	bCat nuc transl	bCat nuc transl cell count 5 µM	Insulin prom up	Insulin prom up cell count	NOD2 inhibition	Yfh1-depleted yeast	MT stabilize HCS	MT stabilize HCS Hoechst-high %	MT stabilize HCS cytotoxicity %	NOD1 inhibition	M17LAP inhibition	Dynein transport	Dynein transport cytoplasmic EGFP	Dynein transport nuclear GR-EGFP	Dynein transport cell count
CC(C)(C)OC(=O)NC(Cc1ccccc1)C(=O)O (stereo not given)	.	.	9.5	991	-0.26	1345	19%	i	.	.	.	5%	0%	-0.26	-0.23	-0.21	0.16
COc1ccc(C2c3ccc(O)cc3Oc3ncn(CC(C)C)c(=N)c32)cc1 (stereo not given)	.	.	-1.1	1316	0	1049	-24%	i	.	.	.	0%	2%	-1.4	-0.22	-0.71	1.4
Nc1cc(=O)nc(SCc2ccccc2)n1Cc1ccco1	i	3	-0.2	1027	-0.45	1271	3%	i	3.1	3.1	26	-22%	1%	0.46	-0.033	0.51	0.56
O=C(CNCc1cccs1)NC12CC3CC(CC(C3)C1)C2	i	1	-1.0	1109	-0.6	1198	0%	i	2.1	2.9	4.8	-21%	4%	1.4	-0.34	0.7	-1.3
O=C(NCCSc1c[nH]c2ccccc12)c1ccc(Br)o1	.	.	-1.0	1159	.	.	5%	i	7.0	1.9	6.2	-17%	-1%	-0.38	-0.3	-0.14	0.65
Cc1ccc(/C=N/N2CCN(c3ccccc3)CC2)cc1	i	1	0.6	1021	2	1617	-60%	i	3.9	2.8	3.2	10%	0%	-1.2	0.11	-0.054	1.2
Cc1noc(NC(=O)c2ccccc2Cl)c1C#N	i	-8	-3.3	1162	-0.11	1764	2%	i	1.1	1.8	3.7	-1%	-39%	-0.78	1.3	-0.39	0.66
O=C(/C=C/c1ccccc1)NC(=S)N1CCSCC1	i	9	-1.1	1099	-0.41	1491	-5%	i	3.1	1.7	9.2	-54%	-5%	-0.56	-0.33	-0.07	0.65
COc1ccc2cc(CN(CC3CCCO3)C(=S)Nc3ccccc3)c(=O)[nH]c2c1 (stereo not given)	i	16	43	380	0.37	1233	-6%	i	27*	18*	49*	-28%	0%	-0.52	-0.27	-0.42	0.81
O=C(NC(=S)Nc1ccc2c(c1)OCCO2)c1cccc2ccccc12	i	-41	-2.9	608	0.25	1109	8%	i	6.1	7.1	11	-26%	20%	0.24	-0.25	1.3	-0.6
Cc1nc(NCCN2CCOCC2)c2nnn(Cc3ccccc3Cl)c2n1	i	15	-2.8	971	2.5	617	-28%	i	6.0	3.5	13	28%	1%	-0.082	-0.33	0.23	0.17
COc1ccc(CCNS(=O)(=O)c2cnc(Cl)c(Br)c2)cc1OC	.	.	-0.2	1387	-0.47	1063	4%	i	.	.	.	5%	1%	0.38	-0.3	-0.23	0.66
CSc1nnc(C)c(=O)n1COC(=O)COc1ccccc1C	i	1	0.1	1129	-0.3	1395	-1%	i	2.6	2.7	5.3	-31%	-4%	-0.13	-0.27	-0.049	0.31
Cn1c(=N)n(CC(O)c2cccc3ccccc23)c2ccccc21 (stereo not given)	i	12	0.0	1140	-1.3	1085	2%	i	5.2	4.5	7.6	-42%	5%	0.32	-0.31	0.17	-0.14
CCNC(=S)Nc1cc(C)ccn1	i	-8	.	.	0.28	1108	-5%	i	1.9	2.3	7.8	-9%	-5%	-0.36	-0.2	-0.26	1.6
COc1cccc(CN2CCN(Cc3c(C)nn(C(C)C)c3C)CC2CCO)c1 (stereo not given)	i	-9	-0.3	1503	0.42	1081	4%	i	2.8	2.5	9.4	-6%	12%	-0.56	-0.19	-0.36	-0.7
Cc1ccc(-c2noc(CCC(=O)NCCc3ccccc3Cl)n2)cc1	i	-5	1.0	951	0.2	950	12%	i	3.4	1.8	3.6	-4%	4%	-0.95	-0.2	-0.49	-0.4
CN(Cc1ccccc1)C(=O)COC(=O)c1cc(Cl)nc(Cl)c1	i	20	-4.6	1109	-0.66	1294	23%	i	2.2	2.6	1.9	-30%	-1%	-0.8	-0.22	-0.38	0.97
COc1cc2[nH]c(=S)nc(NCCc3ccc(C)cc3)c2cc1OC	i	0	-3.2	1148	-1.1	1520	34%	i	1.6	2.0	2.6	-20%	2%	-0.11	-0.23	-0.29	0.4
Cc1ccc(Nc2nc3ccccc3s2)cc1	i	-3	-1.9	1005	-0.23	1400	-141%	i	3.1	2.6	13	-101%	-7%	0.77	-0.025	0.5	0.34
CCCCCc1nc(-c2nonc2N)no1	i	22	.	.	.	.	3%	i	2.4	1.2	4.9	4%	6%	-0.14	-0.2	-0.67	0.077
Cc1cc(=O)[nH]c(NN)n1	.	.	-0.5	1271	-0.22	1000	0%	i	.	.	.	-9%	8%	-0.49	-0.24	0.19	0.7
CC(Sc1nncs1)C(=O)Nc1ccc2c(c1)OCO2 (stereo not given)	i	3	-0.6	1091	-0.07	1238	10%	i	3.5	2.8	0.7	-28%	-7%	0.36	-0.24	0.33	-0.42
Cc1cc2nc(C)n(CCCNC(=O)Nc3ccccc3)c2cc1C	i	3	1.4	1185	-0.93	870	-8%	i	1.2	1.4	19	-17%	13%	-1.2	-0.34	-0.54	0.55
CCOc1ccc2nc(N3CCCN(C(=O)Nc4ccccc4C)CC3)c(C#N)cc2c1	i	16	.	.	-1.4	1157	-5%	i	4.4	3.2	10	-28%	16%	-1	0.049	-0.19	1.1
(list continues)
SMILES	Autophagy HCS	Autophagy HCS cell loss 18 h	bCat nuc transl	bCat nuc transl cell count 5 µM	Insulin prom up	Insulin prom up cell count	NOD2 inhibition	Yfh1-depleted yeast	MT stabilize HCS	MT stabilize HCS Hoechst-high %	MT stabilize HCS cytotoxicity %	NOD1 inhibition	M17LAP inhibition	Dynein transport	Dynein transport cytoplasmic EGFP	Dynein transport nuclear GR-EGFP	Dynein transport cell count
CCn1c(SCC(N)=O)nnc1-c1ccc2[nH]c(C)c(C)c2c1	i	5	.	.	-0.27	1284	13%	i	4.7	1.0	17	-14%	10%	-0.18	-0.23	0.09	1.2
CCCCNc1ncnc2c1cnn2-c1ccc(C)cc1C	i	-2	1.7	979	-1.7	1390	0%	i	2.5	1.6	2.1	12%	-13%	-0.78	-0.19	-0.062	0.58
O=C(CCCOc1ccc(Cl)cc1Cl)n1nnc2ccccc21	i	-1	-1.0	1153	-0.12	1322	7%	i	3.5	2.9	3.0	-9%	69%	-1.1	-0.078	-0.45	-0.14
Cc1ccc2nc(CSc3nnc(Cc4cccs4)n3C3CCCCC3)cc(=O)n2c1	i	7	-5.1	946	0.4	1266	-11%	i	2.5	3.1	7.5	-37%	6%	2.9	0.11	2.1	-1.1
O=C(c1cc(F)ccc1F)C1CCCN(C(=O)CCCN2CCCCC2=O)C1 (stereo not given)	i	-7	0.2	1000	0.11	1449	11%	i	2.5	2.5	6.6	-8%	-4%	0.82	-0.38	0.18	-0.76
O=C(O)CC(NC(=O)CCC1CCCCC1)c1cc([N+](=O)[O-])ccc1Cl (stereo not given)	i	3	-0.6	1114	.	.	2%	i	2.3	1.5	1.5	-34%	3%	-0.62	-0.31	-0.28	0.73
Cc1nnc2n1N=CC=C(c1ccccc1)S2	i	16	2.3	1145	-0.41	1071	30%	i	12	2.4	6.9	47%	-2%	-1.3	-0.33	-0.31	0.043
Cc1csc(SCC(=O)Nc2sc3c(c2C#N)CCC3)n1	i	8	2.6	1478	-0.06	1590	-14%	i	3.5	2.1	3.9	-13%	19%	-0.97	-0.23	-0.49	0.3
O=[N+]([O-])c1ccc(Cl)cc1NCCCN1CCOCC1	i	-1	-1.5	1116	.	.	8%	i	2.5	2.7	0.0	-22%	5%	0.36	-0.082	0.41	-0.71
O=C(CSc1nncs1)Nc1ccc2c(c1)OCO2	i	14	-1.1	1082	-0.77	1292	-15%	i	2.6	1.5	11	-17%	-2%	2	0.057	0.88	-0.77
O=C(Nc1ccc(F)cc1)N1CCCC(c2nc3c(nnn3Cc3ccccc3Cl)c(=O)[nH]2)C1 (stereo not given)	i	-7	2.0	1123	-0.4	1232	10%	i	3.0	1.8	6.0	-25%	0%	-1.4	-0.19	-1	0.83
CC(C)(C)c1ccc(C(=O)CSc2ncn[nH]2)cc1	i	-3	.	.	-0.1	1271	-24%	i	2.5	1.5	11	-7%	46µM*	-0.81	-0.1	-1	0.57
O=C(c1cccc(C(F)(F)F)c1)C1CCCN(C(=O)CCn2cnnn2)C1 (stereo not given)	.	.	0.5	1404	0.4	1131	-5%	i	.	.	.	-10%	-9%	1.9	-0.15	0.77	-1.3
Cn1c(=O)c2c(nc(SCCN3CCCCC3)n2Cc2ccc(Cl)cc2)n(C)c1=O	i	15	-2.4	910	-1.4	988	5%	.	5.9	3.9	7.9	-18%	-4%	-1.1	0.29	-1.1	0.65
COc1ccc(N2CCN(C(=O)COCC(=O)O)CC2)cc1	i	15	-2.9	1027	0.76	1624	8%	i	1.4	1.4	6.9	-19%	-8%	0.052	-0.28	0.21	0.42
O=C(O)c1cc2c(ccc3ccccc32)[nH]1	i	-4	.	.	-0.01	1318	15%	i	4.0	2.0	1.3	-3%	16%	-0.43	-0.23	-0.41	0.44

Sorted by the number under M17LAP inhibition (descending): 3 from the list above.
Molecule | M17LAP inhibition
O=C(O)c1cc2c(ccc3ccccc32)[nH]1 | 16%
O=C(O)CC(NC(=O)CCC1CCCCC1)c1cc([N+](=O)[O-])ccc1Cl (stereo not given) | 3%
O=C(c1cc(F)ccc1F)C1CCCN(C(=O)CCCN2CCCCC2=O)C1 (stereo not given) | -4%
